Rab7 wt GTP bind: modulators of GTP binding to dog Rab7 wildtype GTPase; hit rate 0.055% among 190,000; GTP binding activity (percent of control), % at 10 µM; GST-Rab7 beads, fluorescent GTP binding, flow cytometry; actives lie on both sides; untreated = 100%, excess cold GTP = 0%; AID 758;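 active means fluorescent GTP binding to Rab7 beads changed by at least 20 points from the 100% baseline, either direction, mostly lower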;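 further: median green fluorescence of bound Bodipy-FL-GTP per Rab7 bead population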
Mcl1-Bid inh: disrupts binding of human Mcl-1 to Bid peptide; Q07820; TR-FRET Mcl-1/Bid-Dy647 peptide binding, 1536-well; inhibition, % at 21.7 µM; hit rate 0.97% among 220,000; AID 1021;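 active means compounds that cut the binding signal by more than half at the single screening dose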;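 further: His-tagged Mcl-1 with europium anti-His antibody binding Bid BH3 peptide; 0% = Mcl-1 plus peptide wells and 100% = peptide-only wells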
Target sequence (Q07820 whole entry, looked up): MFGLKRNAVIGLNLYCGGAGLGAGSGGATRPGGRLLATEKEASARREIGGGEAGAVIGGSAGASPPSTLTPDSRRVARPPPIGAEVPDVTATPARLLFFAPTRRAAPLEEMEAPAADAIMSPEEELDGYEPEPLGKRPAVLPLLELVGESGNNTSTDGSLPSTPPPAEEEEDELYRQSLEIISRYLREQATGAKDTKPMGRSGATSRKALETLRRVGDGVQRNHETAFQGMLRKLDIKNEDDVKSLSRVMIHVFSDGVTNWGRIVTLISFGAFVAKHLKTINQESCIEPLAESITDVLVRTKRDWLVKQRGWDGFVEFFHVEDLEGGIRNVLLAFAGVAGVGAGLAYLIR
Rab2 wt GTP: changes GTP binding to wildtype dog Rab2A, up or down; P61105; GST-Rab2 wt beads, Bodipy-GTP binding, flow cytometry; GTP binding activity, % at 10 µM; hit rate 0.19% among 190,000; AID 760;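 active means GTP binding activity at least 20 points away from 100%, either lowered or raised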;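 further: 0% = beads with excess unlabeled GTP and 100% = no-compound control corrected for plate trend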
Cdc42 wt GTP: human Cdc42 wildtype GTP binding change, either direction; P60953; GST-Cdc42 beads, Bodipy-GTP binding, flow cytometry; actives lie on both sides; percent activity (GTP binding), % at 10 µM; hit rate 0.2% among 190,000; AID 761;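 active means percent activity GTP binding at least 20 points away from the 100% baseline, either down as inhibitor or up as activator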;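 further: median bead fluorescence of bound Bodipy-FL-GTP at 100 nM; 0% = excess unlabeled GTP control and 100% = no compound control; below 100% means less GTP binding so inhibitor and above means activator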
Target sequence (P60953 whole entry, looked up): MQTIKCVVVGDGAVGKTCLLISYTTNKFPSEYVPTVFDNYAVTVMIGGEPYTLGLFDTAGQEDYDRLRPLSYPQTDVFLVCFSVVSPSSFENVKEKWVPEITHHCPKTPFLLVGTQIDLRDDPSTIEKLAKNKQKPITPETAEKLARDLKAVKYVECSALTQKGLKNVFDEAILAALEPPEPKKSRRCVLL
Avidin bead fluor: compound fluoresces at 488/530 nm on avidin beads; compound fluorescence 488/530 nm, flow cytometry; stronger effect = higher value; fluorescence (KMESF) at 10 µM; hit rate 0.38% among 220,000; AID 1775; in the data active means fluorescence above about 47; further: inactives centre near 10
Rac1 mut GTP: modulators of GTP binding to human Rac1 activated mutant; percent activity (GTP binding), % at 10 µM; hit rate 0.11% among 190,000; P63000; GST-Rac1 activated beads, fluorescent GTP binding, flow cytometry; actives lie on both sides; 100% means binding = to untreated wells;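 active means GTP binding at least 20 percentage points away from the 100% baseline, in either direction, so actives lie on both sides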
GSH fluor: GSH bead compound fluorescence profile; AID 1776; GSH beads flow cytometry, compound fluorescence 488/530 nm; stronger effect = higher value; hit rate 0.25% among 190,000; fluorescence (KMESF) at 10 µM; in the data active means fluorescence above about 89;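 further: glutathione beads carrying GST-tagged Bcl family fusion proteins plus one bare bead set; values are compound well signal with DMSO vehicle wells as background; inactives centre near 16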
HRas wt GTP: human HRas wildtype GTP binding, change in either direction. hit rate 0.14% among 190,000. GTP binding activity, % at 10 µM. GST-Ras wt beads, Bodipy-FL-GTP binding, flow cytometry; actives lie on both sides;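 active means GTP binding activity at least 20% away from the 100% baseline, either lowered as inhibitor or raised as activator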;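 further: 0% = unlabeled GTP competition control and 100% = no-compound control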
Target sequence (P01112 whole entry, looked up): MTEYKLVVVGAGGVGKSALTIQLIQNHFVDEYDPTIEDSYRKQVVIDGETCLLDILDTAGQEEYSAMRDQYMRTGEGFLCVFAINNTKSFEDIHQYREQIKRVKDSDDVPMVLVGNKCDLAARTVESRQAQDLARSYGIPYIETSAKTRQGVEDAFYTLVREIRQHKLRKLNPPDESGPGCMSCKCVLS
Pf gamet viab: inhibitors of late stage P. falciparum gametocyte viability; P. falciparum stage V gametocytes, ATP luminescence, 24 h; inhibition, % at 10.9 µM; hit rate 0.065% among 150,000;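 active means inhibition above the mean plus 3 SD of compounds within the control limits, set per campaign, cut at about 38% in these data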;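 further: 0% = DMSO wells and 100% = medium only without gametocytes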
Rac1 wt GTP bind: human Rac1 wildtype GTP binding, inhibitors and activators | P63000 | GST-Rac1 beads, fluorescent GTP binding, flow cytometry; actives lie on both sides; 0 = cold GTP competed, 100 = untreated | GTP binding activity (% of control), % at 10 µM | hit rate 0.27% among 190,000;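 active means GTP binding activity at least 20 points away from the 100% control level, either lower or higher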
Mcl1 Noxa PPI: Mcl-1/Noxa interaction inhibition. TR-FRET Mcl-1/Noxa peptide binding, 2 h. inhibition, % at 21.7 µM. Q07820. hit rate 1.5% among 220,000;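 active means compounds that cut the protein-peptide binding signal by more than 50% relative to plate controls in a single-dose test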;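 further: His-tagged Mcl-1 with rhodamine Noxa BH3 peptide and terbium anti-His antibody; 0% = Mcl-1 plus Noxa peptide wells and 100% = peptide-only wells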
Active calls of the source: *; · = no result given. An unsorted share of the library; any-hit rate near 3%.

no.	SMILES	Rab7 wt GTP bind	Mcl1-Bid inh	Rab2 wt GTP	Cdc42 wt GTP	Avidin bead fluor	Rac1 mut GTP	GSH fluor	HRas wt GTP	Pf gamet viab	Rac1 wt GTP bind	Mcl1 Noxa PPI
1	Cc1cc(C(=O)CSc2nc(N)cc(N)n2)c(C)n1C1CC1	96	-39	97	96	11	95	13	97	5	95	25
2	CCc1ccc(NC(=O)C(=S)NC2CCCCC2)cc1	96	-11	97	95	6	95	19	97	-15	101	5
3	CC(C)(C)NC(=O)C(c1ccc(F)cc1)N(Cc1ccccc1Cl)C(=O)c1ccn[nH]1 (stereo not given)	93	2	94	98	25	95	9	97	·	97	27
4	COc1ccc(OC)c(/C=N/NC(=O)c2ccc(N(C)S(=O)(=O)c3ccccc3)cc2)c1	103	-17	97	91	20	96	14	97	-24	100	-5
5	CCCN=C1CC(C)(C)CC(=O)/C1=C(/O)CCC	92	-2	96	98	14	94	11	96	·	95	4
6	CC(=O)c1cc(F)c(N2CCN(C(=O)Cc3ccccc3)CC2)cc1C	100	-8	105	102	29	100	17	100	2	102	12
7	O=C(Nc1ccc(C(=O)N2CCOCC2)cc1)c1cc(-c2cccnc2)nc2ccc(Br)cc12	104	-19	99	98	10	97	17	98	-2	99	12
8	Cc1cccc(S(=O)(=O)NCCc2ccccc2)c1	95	4	92	93	11	93	16	96	25	95	6
9	CCCCNC(=O)CSc1nc2ccccc2n1S(=O)(=O)c1ccc(Br)cc1	102	-2	98	102	5	99	21	101	19	105	-11
10	CC(=O)Nc1ccc(NC(=O)CSc2ccc3nnc(CCNC(=O)c4ccccc4)n3n2)cc1	102	-17	99	96	9	97	11	98	-12	98	7
11	COc1cccc(C(=O)Nc2ccc(S(=O)(=O)Nc3cc(C)nc(C)n3)cc2)c1	93	4	93	94	24	92	59	96	2	99	21
12	Cc1c(C(=O)N/N=C/c2ccncc2)no[n+]1[O-]	103	-34	99	99	10	97	24	100	-40	100	4

Individual results from the entries so far.
For Pf gamet viab, CCc1ccc(NC(=O)C(=S)NC2CCCCC2)cc1 is listed with -15
For Pf gamet viab, CC(=O)c1cc(F)c(N2CCN(C(=O)Cc3ccccc3)CC2)cc1C is listed with 2
For Mcl1-Bid inh, Cc1cc(C(=O)CSc2nc(N)cc(N)n2)c(C)n1C1CC1 is listed with -39
For HRas wt GTP, Cc1c(C(=O)N/N=C/c2ccncc2)no[n+]1[O-] is listed with 100
For Rac1 mut GTP, O=C(Nc1ccc(C(=O)N2CCOCC2)cc1)c1cc(-c2cccnc2)nc2ccc(Br)cc12 is listed with 97
For Pf gamet viab, COc1cccc(C(=O)Nc2ccc(S(=O)(=O)Nc3cc(C)nc(C)n3)cc2)c1 is listed with 2
For Pf gamet viab, CCCCNC(=O)CSc1nc2ccccc2n1S(=O)(=O)c1ccc(Br)cc1 is listed with 19

Just Mcl1 Noxa PPI and Rab7 wt GTP bind, for some of the entries so far:
No.	Structure	Mcl1 Noxa PPI	Rab7 wt GTP bind
8	Cc1cccc(S(=O)(=O)NCCc2ccccc2)c1	6	95
9	CCCCNC(=O)CSc1nc2ccccc2n1S(=O)(=O)c1ccc(Br)cc1	-11	102
10	CC(=O)Nc1ccc(NC(=O)CSc2ccc3nnc(CCNC(=O)c4ccccc4)n3n2)cc1	7	102
11	COc1cccc(C(=O)Nc2ccc(S(=O)(=O)Nc3cc(C)nc(C)n3)cc2)c1	21	93

3 compounds already listed, ordered by SMILES length, low to high:
no.	SMILES	Rab7 wt GTP bind	Mcl1-Bid inh	Rab2 wt GTP	Cdc42 wt GTP	Avidin bead fluor	Rac1 mut GTP	GSH fluor	HRas wt GTP	Pf gamet viab	Rac1 wt GTP bind	Mcl1 Noxa PPI
8	Cc1cccc(S(=O)(=O)NCCc2ccccc2)c1	95	4	92	93	11	93	16	96	25	95	6
10	CC(=O)Nc1ccc(NC(=O)CSc2ccc3nnc(CCNC(=O)c4ccccc4)n3n2)cc1	102	-17	99	96	9	97	11	98	-12	98	7
3	CC(C)(C)NC(=O)C(c1ccc(F)cc1)N(Cc1ccccc1Cl)C(=O)c1ccn[nH]1 (stereo not given)	93	2	94	98	25	95	9	97	·	97	27

Carrying on:
no.	SMILES	Rab7 wt GTP bind	Mcl1-Bid inh	Rab2 wt GTP	Cdc42 wt GTP	Avidin bead fluor	Rac1 mut GTP	GSH fluor	HRas wt GTP	Pf gamet viab	Rac1 wt GTP bind	Mcl1 Noxa PPI
13	Cc1cc(C)n2cc(CSc3nnc(-c4ccccc4)o3)nc2n1	97	-14	100	104	15	101	20	100	·	105	0
14	O=C(NCc1ccccc1)c1cccc(S(=O)(=O)N2CCOCC2)c1	99	-10	104	106	13	101	29	106	0	106	16
15	O=C(Cn1ncc2c(=O)oc3ccccc3c21)N1CCCN(Cc2ccccc2F)C1	101	-29	99	99	7	98	25	100	·	104	6
16	CCC(c1nnnn1C(C)(C)CC)N(CCCO)Cc1cc2cc(C)cc(C)c2[nH]c1=O (stereo not given)	96	10	97	99	31	96	27	96	-6	101	2
17	CCN(CC)Cc1c(C(=O)OC)nnn1-c1nonc1N	104	-7	103	107	37	101	21	106	4	108	6
18	CCCn1nnnc1NCc1c(F)cccc1Cl	96	-13	97	99	11	94	20	97	-15	100	7
19	COCc1nnc(NC(=O)C(C)C)s1	100	2	103	102	6	100	13	100	·	105	11
20	Cc1cccc(N=Nc2c(C)c(C#N)c(O)[nH]c2=O)c1	103	-4	96	93	10	96	15	99	-12	100	35
21	N/C(=N\OC(=O)c1ccc(Br)cc1)c1ccncc1	100	-15	97	97	11	96	23	96	5	95	6
22	O=C(NCCN1CCCC1)c1ccc(CS(=O)(=O)c2c(Cl)cccc2Cl)o1	97	-24	100	99	5	100	23	99	·	101	-5
23	O=C(NCC(=O)N(Cc1ccccc1)C(C(=O)NC1CCCC1)c1cccnc1)c1ccco1 (stereo not given)	101	-5	102	105	6	100	27	102	·	107	-13
24	CC(=O)Nc1cccc(NC(C)=C(C#N)C#N)c1	99	-33	101	103	0	101	5	102	·	104	-9
25	O=S(=O)(c1ccccc1)N1C2CCC1CC(O)(c1cccnc1)C2 (stereo not given)	100	-5	103	104	15	101	30	102	·	100	2
26	O=C(COC(=O)c1ccc2ccccc2n1)NCc1ccccc1	91	-26	95	95	10	98	12	97	4	98	1
27	Cc1ccn2c(=O)cc(C)nc2c1	105	2	98	94	13	94	12	96	-27	99	4
28	O=C(CSc1nnc(CNC(=O)c2ccccc2F)o1)NCCc1ccccc1	101	-14	99	103	9	99	17	101	·	102	-11
29	CC(NC(=O)c1ccc(CS(=O)(=O)c2ccc(Cl)cc2)o1)c1ccc2c(c1)OCCO2 (stereo not given)	97	12	95	97	6	97	32	96	·	99	17
30	O=C(Nc1ccc(C(F)(F)F)cc1)C1CC(=O)N(c2ccc3c(c2)OCCO3)C1 (stereo not given)	98	2	99	101	35	99	16	100	·	101	-58
31	COc1c2ccoc2c(OCC=C(C)C)c2oc(=O)ccc12	101	-20	99	98	9	97	17	100	17	100	-10
32	O=C(OCc1ccccc1)N1CCCC1/C=C/CN1CCOCC1 (stereo not given)	94	-19	100	97	9	96	12	97	-10	99	5
33	CCOc1cc(-c2nc(-c3ccccc3)c(-c3cc([N+](=O)[O-])ccc3C)[nH]2)ccc1O	91	3	91	91	34	93	16	93	-19	94	9
34	O=[N+]([O-])c1ccccc1SNc1ccc(Br)cn1	95	7	99	99	·	95	69	97	3	101	6
35	Cc1cc(OCC(=O)Nc2ccc3c(c2)OCCO3)cc(C)c1Cl	97	11	100	98	8	94	36	98	·	99	19
36	CCCN(CCC)c1ccc(CC(=O)NC(C)Cc2ccccc2)cc1 (stereo not given)	98	-21	97	99	11	100	14	101	-8	103	28
37	c1ccc(-c2c[nH]c3[n+]2CCCCC3)cc1	99	-11	98	99	14	97	42	102	·	108	9
38	C/C=C/COC(=O)c1[nH]c2c(c1C)C(=O)CC(c1ccc(N(C)C)cc1)C2 (stereo not given)	96	-20	96	100	23	99	14	98	·	100	2
39	CCCCCCCCCCCCCCCC(=O)OC[C@H](COP(=O)([O-])OCC[N+](C)(C)C)OC(=O)CCCCCCCCCCCCCCC	100	-4	103	106	7	97	19	103	·	107	16
40	CC1(C)CC2(CCO1)OC(=O)CC2C(=O)NCc1ccccc1 (stereo not given)	100	-1	102	105	11	101	27	102	·	105	2
41	C=CCOc1nc2c(c(=O)n(C)c(=O)n2C)n1Cc1ccccc1Cl	101	5	103	102	7	101	44	103	·	106	-5
42	Cc1ccc(C(=O)N/C(=C\c2cccs2)C(=O)NCCc2c[nH]c3ccccc23)cc1	98	-73	99	99	6	98	19	98	12	102	16
43	CC(C)N1C(=O)C2C(C(=O)NC3CCCCC3)C3C=CC2(O3)C1C(=O)NC1CCCCC1 (stereo not given)	97	25	96	100	12	95	32	98	·	96	4
44	CCN(CC)S(=O)(=O)c1cc(OC)c(Cl)cc1OC	106	-62	99	97	6	96	12	99	10	98	1
45	O=C(c1cnc(-c2ccccc2)s1)c1ccc(Cl)cc1Cl	99	-29	99	96	26	96	56	99	·	102	-18

Along the list, as entered above.
Compounds 26 to 33 in Avidin bead fluor: 10, 13, 9, 6, 35, 9, 9, 34

Screening results as filed in PubChem.
